STAT1 inh: inhibitors of IFN-gamma induced STAT1 signaling. NIH 3T3 STAT1-luciferase reporter, luminescence. 200,000 tested, 0.35% active. inhibition, % at 5.5 µM;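 active = inhibition above a set limit, the mean inhibition across all tested compounds plus 3 SD, cut at about 34% in these data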;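 also: 0% = IFN-gamma with DMSO and 100% = IFN-gamma with 300 µM nifuroxazide; values of inactives mirror those of a sister screen read the other way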
PPARg SRC-2 ag: PPARgamma-driven SRC-2 recruitment agonism | P37231 | PPARgamma LBD-SRC-2 recruitment, biochemical | activation, % at 8 µM | 200,000 tested, 0.34% active; in the data active = activation above about 22%;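 also: 0% = vehicle and 100% = reference agonist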
Target sequence (P37231 whole entry, looked up, the tested form may be a part): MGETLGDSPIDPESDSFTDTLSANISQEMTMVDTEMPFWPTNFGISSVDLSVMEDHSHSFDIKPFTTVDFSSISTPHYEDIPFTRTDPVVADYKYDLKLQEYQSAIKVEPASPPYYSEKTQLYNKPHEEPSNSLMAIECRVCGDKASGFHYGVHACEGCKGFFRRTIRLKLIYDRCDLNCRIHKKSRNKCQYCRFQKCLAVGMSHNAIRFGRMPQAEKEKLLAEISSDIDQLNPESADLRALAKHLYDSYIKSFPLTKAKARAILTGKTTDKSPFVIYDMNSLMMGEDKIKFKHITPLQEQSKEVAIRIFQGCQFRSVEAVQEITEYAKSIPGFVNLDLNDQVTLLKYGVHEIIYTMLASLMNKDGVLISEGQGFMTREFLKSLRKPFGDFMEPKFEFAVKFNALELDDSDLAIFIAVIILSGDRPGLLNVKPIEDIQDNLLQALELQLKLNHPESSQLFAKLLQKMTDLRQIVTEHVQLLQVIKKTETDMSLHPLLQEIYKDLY
PPARg SRC1 recr: agonists of human PPARgamma SRC-1 coactivator recruitment; P37231; 200,000 tested, 0.41% active; activation, % at 8 µM; PPARgamma-SRC-1 coactivator recruitment biochemical assay; in the data active = activation above about 19%;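 also: 0% = DMSO and 100% = reference agonist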
PPARg SRC-3 ag: PPARgamma-driven SRC-3 recruitment agonism; biochemical PPARgamma/SRC-3 coactivator recruitment assay; AID 731; activation, % at 8 µM; 200,000 tested, 0.26% active; P37231; in the data active = activation above about 23%;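 also: 0% = DMSO and 100% = reference agonist; some compounds past the cut are filed as inactive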
ROMK primary: modulates human ROMK potassium channel activity; P48048; Tet-inducible ROMK, thallium flux fluorescence; actives lie on both sides; B-score at 10 µM; 130,000 tested, 2% active; AID 1918;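 active = signal ratio slope over the read window, or its plate-corrected B-score, at least 3 SD from the plate mean, either direction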;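 also: B-score of the F/F0 ratio slope over 7 to 12 s after thallium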
Target sequence (P48048 whole entry, looked up): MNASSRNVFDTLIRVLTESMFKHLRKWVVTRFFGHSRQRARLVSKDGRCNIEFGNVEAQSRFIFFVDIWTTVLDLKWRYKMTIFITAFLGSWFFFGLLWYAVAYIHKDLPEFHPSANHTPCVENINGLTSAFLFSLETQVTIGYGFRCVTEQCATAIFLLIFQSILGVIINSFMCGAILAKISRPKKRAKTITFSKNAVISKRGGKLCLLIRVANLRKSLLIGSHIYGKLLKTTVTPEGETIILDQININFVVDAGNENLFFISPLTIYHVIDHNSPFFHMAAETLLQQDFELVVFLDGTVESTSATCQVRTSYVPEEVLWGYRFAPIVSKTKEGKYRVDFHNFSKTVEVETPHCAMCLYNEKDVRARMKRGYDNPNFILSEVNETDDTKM
bIAP inh: intestinal alkaline phosphatase (bovine) inhibition | purified bovine IAP, CDP-star luminescence, 30 min | 190,000 tested, under 10 active | AID 1019 | inhibition, % at 20 µM;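 active = over 50% inhibition of intestinal alkaline phosphatase at 20 µM in the single-dose screen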
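System: purified bovine intestinal alkaline phosphatase (IAP) enzyme; Input: IAP diluted 1/65,000,000 in the well; Measured by: CDP-star luminescence signal; Compound dosing: 20 µM single dose; Incubation: 30 min reaction at room temperature.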
bIAP activator: intestinal alkaline phosphatase (bovine) activation; purified bovine IAP, CDP-star luminescence, 30 min; stronger effect = higher value; fold of DMSO-control signal, blank-subtracted; 200,000 tested, 0.17% active; activation factor at 20 µM;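 active = activation factor of 2 or more at 20 µM, a signal rise over negative controls twice the positive control's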
SRC2 TRFRET art: TR-FRET artefact, counter-screen to PPARgamma/SRC-2 agonist assay | stronger effect = higher value | TR-FRET ratio at 8 µM | 200,000 tested, 0.4% active | AID 1049; in the data active = TR-FRET ratio above about 2000; also: inactives centre near 1500
TNAP act hiacc: activators of human TNAP at high phosphate acceptor concentration; P05186; purified TNAP, CDP-star luminescence, 1 M DEA, 30 min; stronger effect = higher value; 0 = EDTA background, 1 = DMSO-only activity; activation factor at 20 µM; 200,000 tested, under 10 active; AID 1136;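 active = activation factor at least 2 at 20 µM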
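Measured by: Luminescent substrate turnover signal | Test system: Human TNAP | Input: TNAP 1/800 final | Dosing: 20 µM single point | Schedule: 30 min, room temperature | Controls: EDTA wells as negative control, DMSO wells as positive control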
STAT3 inh: reduces IL-6 driven STAT3 reporter signal | U3A cells, IL-6 STAT3-luciferase reporter, luminescence; host cell line lacks STAT1 | inhibition, % at 5.5 µM | 190,000 tested, 0.89% active;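 active = inhibition above the mean inhibition across all screened compounds plus 3 SD, cut at about 44% in these data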;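 also: 0% = DMSO only wells and 100% = 100 µM nifuroxazide control wells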
STAT3 activator: increases IL-6 driven STAT3 reporter signal; U3A cells, IL-6 STAT3-luciferase reporter, luminescence; 100% = signal with IL-6 EC80 alone; activation (% of control), % at 5.6 µM; 190,000 tested, 0.91% active; AID 871;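 active = activation above the screen-wide mean of compound activation plus 3 SD, cut at about 130% in these data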;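 also: 0% = background luminescence of wells with medium and substrate only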
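Test system: human U3A cells carrying STAT3-luciferase construct; control set: IL-6-only wells as 100% reference; timing: compound pre-incubation 1 h before IL-6, then 6 h stimulation at 37 °C; also added: IL-6 stimulus at 33 ng/mL final; evaluation: % activation versus median of IL-6-stimulated wells; detection: reporter luminescence signal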
Numbers without * were called inactive.

For Cc1cc(C)nc(N/N=C/c2ccc3c(c2)OCCO3)n1 the results were STAT1 inh -9, PPARg SRC-2 ag 11, PPARg SRC1 recr 7, PPARg SRC-3 ag -2, ROMK primary 1.2, bIAP inh -4, bIAP activator 1, SRC2 TRFRET art 1587, TNAP act hiacc 1, STAT3 inh 5 and STAT3 activator 97.
Screening COC(=O)c1cc(C(=O)OC)n(Cc2ccc(C)cc2)c1C returned STAT1 inh -2, PPARg SRC-2 ag 4, PPARg SRC1 recr 7, PPARg SRC-3 ag 2, ROMK primary 0.62, bIAP inh -4, bIAP activator 1, SRC2 TRFRET art 1808, TNAP act hiacc 1, STAT3 inh 7 and STAT3 activator 100.
For COc1ccc(-c2nn3cnnc3s2)cc1OC the results were STAT1 inh -10, PPARg SRC-2 ag 7, PPARg SRC1 recr 3, PPARg SRC-3 ag 2, bIAP inh 5, bIAP activator 1, SRC2 TRFRET art 1566, TNAP act hiacc 1, STAT3 inh -19 and STAT3 activator 119.
COC(=O)Cc1c(C)nc2nc(Cc3ccccc3)[nH]n2c1=O was read as STAT1 inh 0, PPARg SRC-2 ag -12, PPARg SRC1 recr 0, PPARg SRC-3 ag -1, bIAP inh 7, bIAP activator 0.9, SRC2 TRFRET art 1510, TNAP act hiacc 1, STAT3 inh 0 and STAT3 activator 104.
Screening COC(=O)c1ccc(CSc2nc3c(cnn3-c3ccc(F)cc3)c(=O)[nH]2)o1 returned STAT1 inh -5, PPARg SRC-2 ag -2, PPARg SRC1 recr 2, PPARg SRC-3 ag 7, bIAP inh -11, bIAP activator 1.1, SRC2 TRFRET art 1421, TNAP act hiacc 1, STAT3 inh -5 and STAT3 activator 107.
For O=C(COC(=O)c1ccc(Cl)nc1)NCc1ccc2c(c1)OCO2 the results were STAT1 inh 3, PPARg SRC-2 ag -7, PPARg SRC1 recr 5, PPARg SRC-3 ag -1, bIAP inh 15, bIAP activator 0.9, SRC2 TRFRET art 1515, TNAP act hiacc 1, STAT3 inh 9 and STAT3 activator 96.
`COc1cc(/C=N/NC(N)=O)ccc1OCC(=O)Nc1ccc(C)c(C)c1` gave STAT1 inh 7, PPARg SRC-2 ag 5, PPARg SRC1 recr 12, PPARg SRC-3 ag -5, ROMK primary -0.23, bIAP inh -1, bIAP activator 1, SRC2 TRFRET art 1664, TNAP act hiacc 1, STAT3 inh -6 and STAT3 activator 105.
For CCC(Sc1nc(C)cc(C)n1)C(=O)NC1=NN=C(c2ccc(C)cc2)CS1 (centres undefined) the results were STAT1 inh -6, PPARg SRC-2 ag 2, PPARg SRC1 recr 5, PPARg SRC-3 ag -2, bIAP inh 1, bIAP activator 1, SRC2 TRFRET art 1481, TNAP act hiacc 1, STAT3 inh 7 and STAT3 activator 98.
Screening Cc1c(-c2ccccc2)oc2c(C(=O)OCC(=O)Nc3ccc(C(N)=O)cc3)cccc2c1=O returned STAT1 inh 11, PPARg SRC-2 ag 5, PPARg SRC1 recr -3, PPARg SRC-3 ag 3, bIAP inh 15, bIAP activator 0.9, SRC2 TRFRET art 1650, TNAP act hiacc 1.1, STAT3 inh 12 and STAT3 activator 89.
CSCCOC(=O)COc1ccc(/C=N/NC(=O)c2nn(C)cc2Cl)cc1 was read as STAT1 inh 1, PPARg SRC-2 ag 15, PPARg SRC1 recr 5, PPARg SRC-3 ag 4, ROMK primary -0.62, bIAP inh 2, bIAP activator 1, SRC2 TRFRET art 1575, TNAP act hiacc 1, STAT3 inh -2 and STAT3 activator 100.
For O=C(NCCC1=CCCCC1)c1cnccn1 the results were STAT1 inh -16, PPARg SRC-2 ag 17, PPARg SRC1 recr 8, PPARg SRC-3 ag 6, bIAP inh 13, bIAP activator 0.9, SRC2 TRFRET art 1696, TNAP act hiacc 1, STAT3 inh -6 and STAT3 activator 105.
Screening Cc1ccc(C(=O)Nc2cccc([N+](=O)[O-])c2)cc1S(=O)(=O)Nc1cccc(C(=O)O)c1 returned STAT1 inh -8, PPARg SRC-2 ag -1, PPARg SRC1 recr 6, PPARg SRC-3 ag -1, ROMK primary 1.7, bIAP inh -15, bIAP activator 1.2, SRC2 TRFRET art 1703, TNAP act hiacc 1, STAT3 inh 8 and STAT3 activator 98.
Screening COc1ccc2cc(Br)ccc2c1CC(=O)N(C)C returned STAT1 inh 5, PPARg SRC-2 ag -1, PPARg SRC1 recr -7, PPARg SRC-3 ag -4, bIAP inh -1, bIAP activator 1, SRC2 TRFRET art 1341, TNAP act hiacc 1, STAT3 inh -6 and STAT3 activator 105.
Screening CCC(Sc1ncccc1C(=O)Oc1cccc([N+](=O)[O-])c1)C(=O)Nc1ccccc1OC (centres undefined) returned STAT1 inh 4, PPARg SRC-2 ag 10, PPARg SRC1 recr 4, PPARg SRC-3 ag 4, ROMK primary 0.41, bIAP inh 2, bIAP activator 1, SRC2 TRFRET art 1642, TNAP act hiacc 1, STAT3 inh 2 and STAT3 activator 102.
Cc1ccsc1C(=O)NNC(=S)NCC(C)C was read as STAT1 inh -1, PPARg SRC-2 ag 3, PPARg SRC1 recr -3, PPARg SRC-3 ag 9, ROMK primary 0.79, bIAP inh -36, bIAP activator 1.4, SRC2 TRFRET art 1705, TNAP act hiacc 1.1, STAT3 inh 12 and STAT3 activator 94.
`CCOC(=O)C1(Cc2ccccc2)CCCN(CCO)C1` (centres undefined) gave STAT1 inh -6, PPARg SRC-2 ag 5, PPARg SRC1 recr 3, PPARg SRC-3 ag 4, ROMK primary 0.16, bIAP inh 3, bIAP activator 1, SRC2 TRFRET art 1458, TNAP act hiacc 1.1, STAT3 inh -3 and STAT3 activator 106.
`O=C1Nc2ccccc2C12OCC1(CO2)COC2(OC1)C(=O)Nc1ccccc12` (centres undefined) gave STAT1 inh 5, PPARg SRC-2 ag -5, PPARg SRC1 recr -9, PPARg SRC-3 ag -6, ROMK primary -0.79, bIAP inh -5, bIAP activator 1.1, SRC2 TRFRET art 1385, TNAP act hiacc 1, STAT3 inh 0 and STAT3 activator 100.
For CC(C)Cn1c(-c2nn(C)cc2Cl)n[nH]c1=S the results were STAT1 inh 0, PPARg SRC-2 ag -3, PPARg SRC1 recr 10, PPARg SRC-3 ag 12, bIAP inh 13, bIAP activator 0.9, SRC2 TRFRET art 1621, TNAP act hiacc 1.1, STAT3 inh 15 and STAT3 activator 90.
`O=c1c2ccccc2nc(-c2ccccc2)n1CCN1CCOCC1` gave STAT1 inh 0, PPARg SRC-2 ag -2, PPARg SRC1 recr 4, PPARg SRC-3 ag -3, bIAP inh -13, bIAP activator 1.1, SRC2 TRFRET art 1499, TNAP act hiacc 1.1, STAT3 inh -5 and STAT3 activator 107.
NNc1nc(N)c2c(n1)-c1ccccc1CC21CCCC1 was read as STAT1 inh -4, PPARg SRC-2 ag 3, PPARg SRC1 recr 3, PPARg SRC-3 ag 4, bIAP inh 12, bIAP activator 0.9, SRC2 TRFRET art 1519, TNAP act hiacc 1, STAT3 inh 2 and STAT3 activator 95.
For CC(Sc1nc(C(C)(C)C)cc(-c2ccccc2)c1C#N)C(=O)Nc1ccccc1 (centres undefined) the results were STAT1 inh 9, PPARg SRC-2 ag 15, PPARg SRC1 recr 4, PPARg SRC-3 ag 7, ROMK primary 0.27, bIAP inh -15, bIAP activator 1.1, SRC2 TRFRET art 1676, TNAP act hiacc 1, STAT3 inh -4 and STAT3 activator 101.
For O=c1sc2ccccc2n1COc1ccc(Cl)cc1 the results were STAT1 inh -11, PPARg SRC-2 ag 3, PPARg SRC1 recr -4, PPARg SRC-3 ag 5, ROMK primary -0.98, bIAP activator 0.1, SRC2 TRFRET art 1477, TNAP act hiacc 1, STAT3 inh 25 and STAT3 activator 84.
COc1ccc(CN2CC(C(=O)NCCCN3CCN(Cc4ccccc4)CC3)CC2=O)cc1 (centres undefined) was read as STAT1 inh 0, PPARg SRC-2 ag -3, PPARg SRC1 recr 0, PPARg SRC-3 ag -1, ROMK primary -0.53, bIAP inh 4, bIAP activator 1, SRC2 TRFRET art 1624, TNAP act hiacc 1, STAT3 inh 5 and STAT3 activator 99.
`CCOC(=O)CCCNC(=O)COC(=O)c1cc(Br)c(Br)s1` gave STAT1 inh 5, PPARg SRC-2 ag 3, PPARg SRC1 recr 1, PPARg SRC-3 ag 4, ROMK primary 0.32, bIAP inh 10, bIAP activator 0.9, SRC2 TRFRET art 1840, TNAP act hiacc 1, STAT3 inh 4 and STAT3 activator 103.
For CC(=O)Nc1sc(C)c(C)c1C(=O)OCC(=O)N(C)C1CCS(=O)(=O)C1 (centres undefined) the results were STAT1 inh 0, PPARg SRC-2 ag 11, PPARg SRC1 recr 3, PPARg SRC-3 ag 5, bIAP inh 16, bIAP activator 0.8, SRC2 TRFRET art 1546, TNAP act hiacc 1, STAT3 inh 4 and STAT3 activator 94.
For Cc1cc(C)nc(SCCn2c(N3CCOCC3)nc3c2c(=O)[nH]c(=O)n3C)n1 the results were STAT1 inh -5, PPARg SRC-2 ag 13, PPARg SRC1 recr 8, PPARg SRC-3 ag 1, ROMK primary -0.043, bIAP inh -1, bIAP activator 1, SRC2 TRFRET art 1680, TNAP act hiacc 1.1, STAT3 inh -9 and STAT3 activator 108.
`N#Cc1ccc(Oc2nc(C(N)=O)cc(-c3ccccc3)n2)cc1` gave STAT1 inh -2, PPARg SRC-2 ag -10, PPARg SRC1 recr -2, PPARg SRC-3 ag 7, bIAP inh 12, bIAP activator 0.9, SRC2 TRFRET art 1314, TNAP act hiacc 1, STAT3 inh 5 and STAT3 activator 99.
COc1cccc(N2CC34C=CC(O3)C(C(=O)O)C4C2=O)c1 (centres undefined) was read as STAT1 inh -8, PPARg SRC-2 ag 0, PPARg SRC1 recr 4, PPARg SRC-3 ag -2, ROMK primary 1.1, bIAP inh 0, bIAP activator 1, SRC2 TRFRET art 1437, TNAP act hiacc 1, STAT3 inh -9 and STAT3 activator 109.
For C/C(=N\NC(=O)C(=O)Nc1ccc(C)c(Cl)c1)c1ccncc1 the results were STAT1 inh 11, PPARg SRC-2 ag 4, PPARg SRC1 recr 1, PPARg SRC-3 ag -4, bIAP inh 13, bIAP activator 0.9, SRC2 TRFRET art 1676, TNAP act hiacc 1, STAT3 inh 25 and STAT3 activator 81.

Random excerpt: 2 entries already listed.
For C/C(=N\NC(=O)C(=O)Nc1ccc(C)c(Cl)c1)c1ccncc1 the results were STAT1 inh 11, PPARg SRC-2 ag 4, PPARg SRC1 recr 1, PPARg SRC-3 ag -4, bIAP inh 13, bIAP activator 0.9, SRC2 TRFRET art 1676, TNAP act hiacc 1, STAT3 inh 25 and STAT3 activator 81.
For Cc1cc(C)nc(SCCn2c(N3CCOCC3)nc3c2c(=O)[nH]c(=O)n3C)n1 the results were STAT1 inh -5, PPARg SRC-2 ag 13, PPARg SRC1 recr 8, PPARg SRC-3 ag 1, ROMK primary -0.043, bIAP inh -1, bIAP activator 1, SRC2 TRFRET art 1680, TNAP act hiacc 1.1, STAT3 inh -9 and STAT3 activator 108.

High-throughput results (PubChem BioAssay)
